NR2F2 inh – inhibitors of human COUP-TFII (NR2F2); P24468; HEK293T NGFI-A luciferase reporter, luminescence; inhibition, % at 8.6 µM; actives 0.7% (n = 370,000); AID 686940;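 active means inhibition above a per-plate cutoff, mean inhibition of test wells between control levels plus 3 SD, cut at about 38% in these data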;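 further: cells cotransfected with COUP-TFII expression vector driving the NGFI-A reporter; 0% = median of COUP-TF2 test wells and 100% = reporter-only cells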
Target sequence (P24468 whole entry, looked up): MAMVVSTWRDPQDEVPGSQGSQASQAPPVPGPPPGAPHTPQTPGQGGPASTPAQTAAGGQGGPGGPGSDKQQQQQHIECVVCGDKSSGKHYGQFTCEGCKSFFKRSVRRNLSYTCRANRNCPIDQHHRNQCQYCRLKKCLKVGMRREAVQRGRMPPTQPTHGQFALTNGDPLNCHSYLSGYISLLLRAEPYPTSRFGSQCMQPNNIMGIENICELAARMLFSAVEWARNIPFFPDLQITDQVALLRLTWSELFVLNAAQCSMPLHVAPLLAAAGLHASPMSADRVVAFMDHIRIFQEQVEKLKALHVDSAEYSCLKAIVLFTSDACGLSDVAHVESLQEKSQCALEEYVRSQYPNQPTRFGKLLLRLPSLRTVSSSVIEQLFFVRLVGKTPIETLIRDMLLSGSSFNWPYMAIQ
TLR9-MyD88 block – inhibitors of human TLR9-MyD88 binding. Q9NR96+Q99836. CHO BLA complementation TLR9-MyD88, CCF4 FRET ratio. inhibition, % at 4.98 µM. actives 0.21% (n = 340,000);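 active means inhibition above the mean over all tested compounds plus 3 SD, cut at about 21% in these data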;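 further: 0% = DMSO only wells and 100% = clavulanate BLA inhibitor control wells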
EBV LMP1 NFkB – reduces LMP1-driven NF-kappaB luciferase signal; inhibition, % at 12.5 µM; LMP1-induced NF-kappaB luciferase reporter cells, luminescence; actives 0.69% (n = 350,000); in the data active means inhibition above about 41%;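 further: 0% = neutral control wells and 100% = reference inhibitor control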
Vif inh – blocks HIV Vif function | actives 0.35% (n = 340,000) | inhibition, % at 7.49 µM | HEK293T cells, Vif self-association by quenched fluorescence, imaging, 24 h; in the data active means inhibition above about 50%, passing the limit was not always enough; further: some results filed as inactive read as strong as hits
NCOA2 inhibitor – inhibits human steroid receptor coactivator 2. Q15596. HEK293 GAL4-SRC2 luciferase reporter, luminescence. inhibition, % at 9 µM. actives 0.17% (n = 370,000). AID 651957;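 active means inhibition above the mean inhibition of all tested compounds plus 3 SD, set per campaign, cut at about 52% in these data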;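 further: 0% = DMSO treated cells and 100% = cells given Gossypol at 36 µM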
NCOA3 inh – inhibitors of human steroid receptor coactivator 3 (SRC3). Q9Y6Q9. HEK293 GAL4-SRC3 luciferase reporter, luminescence. inhibition, % at 3.6 µM. actives 0.17% (n = 360,000). AID 588352;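 active means inhibition above a per-campaign cutoff, the mean of all compounds plus 3 SD, cut at about 60% in these data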;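 further: 0% = DMSO-treated cells and 100% = gossypol-treated cells at 36 µM; higher means less SRC3-driven luciferase light from the GAL4 reporter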
C8 TRAIL sens – caspase-8 TRAIL sensitization; NB7+C8 cells + TRAIL, ATPlite viability luminescence; inhibition (viability loss, TRAIL sensitization), % at 10 µM; actives 1% (n = 360,000);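 active means compounds causing at least 50% loss of cell viability in the single-dose screen, relative to plate controls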
SRC1 inh – inhibits human SRC1 coactivator. Q15788. HEK293 GAL4-SRC1 luciferase reporter, luminescence. inhibition, % at 3.6 µM. actives 0.12% (n = 360,000);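 active means inhibition above the campaign mean plus 3 SD, with each screening campaign given its own cutoff, cut at about 60% in these data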;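 further: 0% = DMSO treated cells and 100% = gossypol at 36 µM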
TROY signal inh – TROY signaling inhibition | inhibition, % at 10 µM | actives 0.98% (n = 360,000) | Q293 LMP1-TROYcd NF-kB luciferase reporter, 4 h | AID 1347056;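 active means compounds whose plate-normalised and pattern-corrected inhibition of the luciferase reporter signal at the single screening dose is 50% or more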
NR5A2 inv ag – inverse agonists of human LRH-1 (NR5A2); O00482; HEK293T StAR-luciferase reporter, LRH-1 transfected, 24 h; inhibition, % at 3.6 µM; actives 0.13% (n = 360,000); AID 602396;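 active means inhibition above the mean inhibition of all tested compounds plus 3 SD, cut at about 73% in these data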;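 further: 0% = DMSO wells and 100% = reporter-only cells lacking LRH-1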
NOD2 RIPK2 PPI – inhibitors of human NOD2-RIPK2 interaction | O43353 | CHO BLA complementation NOD2-RIPK2, CCF4 ratio | inhibition, % at 4.98 µM | actives 0.38% (n = 360,000) | AID 624267; in the data active means inhibition above about 21%;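 further: 0% = vehicle only and 100% = reference blocker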
Target sequence (O43353 whole entry, looked up): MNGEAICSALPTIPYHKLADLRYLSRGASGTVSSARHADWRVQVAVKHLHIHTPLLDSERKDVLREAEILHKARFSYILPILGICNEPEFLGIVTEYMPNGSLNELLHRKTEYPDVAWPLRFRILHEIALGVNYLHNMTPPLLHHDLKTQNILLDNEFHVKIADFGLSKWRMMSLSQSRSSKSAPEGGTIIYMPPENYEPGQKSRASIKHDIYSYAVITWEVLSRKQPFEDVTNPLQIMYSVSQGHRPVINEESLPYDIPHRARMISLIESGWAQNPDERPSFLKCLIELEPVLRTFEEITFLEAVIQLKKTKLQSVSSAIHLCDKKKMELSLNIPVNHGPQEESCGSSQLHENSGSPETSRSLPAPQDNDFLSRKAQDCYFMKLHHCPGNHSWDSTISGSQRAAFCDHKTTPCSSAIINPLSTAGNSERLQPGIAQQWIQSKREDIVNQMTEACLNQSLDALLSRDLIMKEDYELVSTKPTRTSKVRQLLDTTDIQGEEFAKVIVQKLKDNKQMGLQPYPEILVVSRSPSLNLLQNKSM
* marks the source's active call; other numbers are inactive results; nt = not tested or not shown. The list is partial; the hit share may differ from the screen's.

The line under a structure holds: TLR9-MyD88 block | TROY signal inh | EBV LMP1 NFkB | NCOA2 inhibitor | SRC1 inh | NOD2 RIPK2 PPI | NCOA3 inh | Vif inh | NR5A2 inv ag | C8 TRAIL sens | NR2F2 inh
- CCN(CC)C(=O)[C@H]1C[C@H](CC(=O)NCCCn2ccnc2)C(=O)N2CCc3c([nH]c4cc(-c5ccco5)ccc34)[C@]12C
  -1 | 1 | 5 | -6 | -4 | -8 | 13 | 4 | 8 | 2 | 0
- CC(NC(=O)COC(=O)c1ccc2c(c1)S(=O)(=O)N=C1CCCCCN12)C12CC3CC(CC(C3)C1)C2 (stereo not drawn)
  -6 | 3 | 5 | -2 | 6 | -1 | -8 | 4 | 15 | 0 | -2
- COc1ccc(N2CC(C(=O)N/N=C/c3ccccc3)CC2=O)cc1 (stereo not drawn)
  -4 | 2 | 4 | -9 | 17 | 5 | 36 | -3 | 8 | 0 | 12
- O=C(Nc1ccc(F)c(Cl)c1)c1cc(C2CCCN(C(=O)CCc3ccccc3)C2)on1 (stereo not drawn)
  nt | 11 | nt | -103 | -23 | 3 | -38 | 3 | 11 | 18 | -10
- Cc1cc(C)c(C2=Nn3c(C)nnc3SC2C)cc1C (stereo not drawn)
  -5 | 0 | -1 | -4 | 10 | 5 | -4 | 0 | -10 | 19 | -8
- COc1ccc(NC(=O)c2csc(Cc3ccc(Cl)cc3)n2)cc1
  7 | -12 | 5 | 22 | -2 | -2 | 10 | -4 | -3 | -5 | 9
- CS(=O)(=O)N(CC(=O)N1CCc2ccccc2C1)c1cccc(Br)c1
  15 | -4 | -4 | -12 | 10 | -1 | 13 | -2 | -1 | -34 | -5
- CCOc1ccc(CCNC(=O)Cn2ncn3nc(-c4ccc(OC)cc4)cc3c2=O)cc1OCC
  9 | 2 | -4 | 5 | -3 | -6 | 6 | 1 | -1 | 1 | 7
- Cc1cccc(NC(=O)CN2NS(=O)(=O)c3ccccc3C2=O)c1
  3 | -10 | -1 | -3 | -12 | -2 | -5 | 3 | -11 | -6 | 6
- CCOc1ccc(N2C(=O)CC(Sc3nc(O)c(CC)c(=O)[nH]3)C2=O)cc1 (stereo not drawn)
  nt | 1 | nt | -20 | -32 | -7 | 16 | -3 | -11 | 14 | 12
- COc1ccc(NC(=O)C2CC(=O)N(c3cc(C)ccc3C)C2)cc1 (stereo not drawn)
  -5 | 9 | -12 | 9 | -13 | 0 | -8 | -10 | -5 | 0 | 0
- O=C(CN1C(=O)NC(Cc2c[nH]c3ccccc23)C1=O)NCC(F)(F)F (stereo not drawn)
  3 | 15 | -5 | 20 | -5 | -7 | -4 | -10 | 17 | -3 | 17
- COCCCNC(=O)CC1C[C@H](C(=O)N2CCOCC2)[C@@]2(C)c3[nH]c4ccc(OC)cc4c3CCN2C1=O (stereo partly drawn)
  1 | 1 | -1 | -20 | 12 | 1 | -32 | -9 | -12 | -15 | 9
- COc1cccc(C(=O)COC(=O)c2ccc(NC(C)=O)cc2)c1
  4 | -52 | -5 | -8 | 1 | -6 | 7 | -10 | -5 | -21 | 6
- COc1ccc(C)cc1NC(=O)CN(c1ccc(C)cc1)S(C)(=O)=O
  2 | -9 | -4 | -9 | -2 | -11 | -7 | 5 | -5 | -3 | 11
- Cc1cc(C)c(NC(=O)CN(C)C(=O)CCC(=O)c2ccc(C)s2)c(C)c1
  -11 | -7 | 1 | -7 | -17 | -4 | -1 | -8 | 12 | -6 | -2
- Cc1nn(CC(=O)NC(C)C)c(C)c1[N+](=O)[O-]
  0 | 6 | -6 | -10 | 13 | -2 | 3 | -7 | -2 | -1 | -6
- COc1ccc(OCC(O)CN2CCNCC2)cc1 (stereo not drawn)
  3 | -4 | -1 | -19 | -12 | -6 | 0 | 2 | 4 | 6 | -8
- COc1cc(C2C(C#N)=C(N)OC3=C2C(=O)CC(C)(C)C3)cc2c1OCO2 (stereo not drawn)
  10 | -18 | -6 | -28 | 0 | -10 | 15 | -8 | 2 | 1 | 3
- CS(=O)(=O)N(CC(=O)Nc1ccccc1-c1ccccc1)c1cccc(F)c1
  0 | -6 | 2 | 9 | -5 | 6 | 18 | -20 | 5 | -5 | 4
- CC(NC(=O)c1ccc(Cl)cc1)C1CC2CCC1C2 (stereo not drawn)
  6 | 1 | -7 | -5 | 6 | -6 | -27 | -3 | 17 | -7 | 10
- CCC(C(=O)OCC(=O)Nc1ccc(C(N)=O)cc1)c1ccccc1 (stereo not drawn)
  -10 | 8 | 14 | 15 | 7 | -6 | 12 | 11 | -9 | 5 | -10
- Cc1ccc(NC(=O)COC(=O)c2ccc3c(c2)C(=O)N(CCc2ccccc2)C3=O)c(C)c1
  -3 | -1 | 3 | -21 | -7 | -2 | -1 | nt | 1 | -2 | 1
- COC(=O)c1ccc(NC(=O)c2cccc(N3C(=O)C4C5C=CC(C6CC56)C4C3=O)c2)cc1 (stereo not drawn)
  -3 | 55* | -7 | 0 | 11 | 5 | 0 | -15 | 4 | 33 | 3
- O=C(NCCc1ccccc1)C(=O)NCC1OCCN1S(=O)(=O)c1ccc([N+](=O)[O-])cc1 (stereo not drawn)
  -4 | -7 | -21 | -6 | -7 | -12 | 18 | -18 | 18 | -8 | 17
- NS(=O)(=O)c1ccc(NC(=O)c2ccc3c(c2)CCCC3)cc1
  -1 | -34 | -2 | -28 | -29 | -34 | -37 | 3 | -12 | -19 | -24
- C[C@]12C=CC(=O)C=C1CC[C@@H]1[C@@H]2C(=O)C[C@@]2(C)[C@H]1CC[C@]2(O)C(=O)COC(=O)CCC(=O)O
  -6 | -15 | 3 | -25 | -7 | 5 | -12 | 4 | -5 | 1 | -12
- O=C(CCc1nc2ccccc2[nH]1)NC1CCCCC1
  1 | 3 | 4 | -7 | 7 | -6 | 9 | 14 | 16 | 1 | 6
- O=C(/C=C/c1ccc[nH]1)c1ccccc1
  -1 | 18 | -26 | -42 | -17 | -3 | -20 | -1 | -29 | -4 | -16
- O=S(=O)(c1ccc(Cl)cc1)N1CCN(C2CCCCCC2)CC1
  -1 | 12 | 2 | -3 | 1 | 2 | 8 | nt | -2 | 8 | 4
- Cc1ccc(C(=O)NCCc2sc(C)nc2C)cc1
  -5 | -12 | 3 | -37 | 5 | 0 | 7 | -4 | -3 | 1 | -2
- CC1(C(=O)NCc2ccc3c(c2)OCO3)CCN1C(=O)C1(c2ccc(Cl)cc2)CC1 (stereo not drawn)
  nt | 7 | nt | -10 | 5 | 15 | -12 | 6 | -4 | -17 | -4
- CCOc1ccc(NC(=O)c2ccc(NC(=O)C3CCCO3)cc2)cc1 (stereo not drawn)
  -5 | 25 | 5 | -13 | 5 | -3 | -5 | -7 | -17 | 1 | -29
- CC(=O)Nc1nc2cc([N+](=O)[O-])ccc2s1
  -13 | -5 | 10 | -11 | -13 | 10 | 15 | -11 | -3 | 8 | -1
- COCCN(C(=O)COC(=O)c1oc2ccc(OC)cc2c1C)c1c(N)n(Cc2ccccc2)c(=O)[nH]c1=O
  -13 | -6 | 4 | -6 | -30 | -11 | -10 | 7 | -5 | -13 | -6
- COc1ccccc1-n1c(-c2cn(C)nc2C)n[nH]c1=S
  -4 | 10 | 2 | 16 | 1 | -10 | -5 | -2 | 15 | -8 | 11
- O=C(Cc1ccccc1)Nc1cc(Cl)ccc1Sc1ccccc1
  11 | -7 | -31 | 0 | -10 | 9 | 33 | 2 | 12 | 4 | -3
- NS(=O)(=O)c1ccc(CCNC(=O)CN2CCN(c3ccc(F)cc3)CC2)cc1
  -12 | -7 | 2 | 3 | 18 | -3 | 17 | 1 | 5 | 22 | 30
- CCN(C(=O)COC(=O)CCC(=O)c1ccc(Cl)cc1)c1c(N)n(Cc2ccccc2)c(=O)[nH]c1=O
  -2 | -13 | 1 | -5 | -7 | 1 | -2 | -1 | 18 | -14 | -8
- CC(NS(=O)(=O)/C=C/c1ccccc1)C(=O)O (stereo not drawn)
  -6 | 7 | 1 | 8 | -15 | -4 | 15 | 0 | 9 | -1 | -3

Record cards, as listed above.
Record of CC(NS(=O)(=O)/C=C/c1ccccc1)C(=O)O (stereo not drawn) → TLR9-MyD88 block: -6; TROY signal inh: 7; EBV LMP1 NFkB: 1; NCOA2 inhibitor: 8; SRC1 inh: -15; NOD2 RIPK2 PPI: -4; NCOA3 inh: 15; Vif inh: 0; NR5A2 inv ag: 9; C8 TRAIL sens: -1; NR2F2 inh: -3
Record of CCOc1ccc(NC(=O)c2ccc(NC(=O)C3CCCO3)cc2)cc1 (stereo not drawn) → TLR9-MyD88 block: -5; TROY signal inh: 25; EBV LMP1 NFkB: 5; NCOA2 inhibitor: -13; SRC1 inh: 5; NOD2 RIPK2 PPI: -3; NCOA3 inh: -5; Vif inh: -7; NR5A2 inv ag: -17; C8 TRAIL sens: 1; NR2F2 inh: -29

Grouped by structure, the entries above containing a Cl atom.
The line under a structure holds: TLR9-MyD88 block | TROY signal inh | EBV LMP1 NFkB | NCOA2 inhibitor | SRC1 inh | NOD2 RIPK2 PPI | NCOA3 inh | Vif inh | NR5A2 inv ag | C8 TRAIL sens | NR2F2 inh
- O=C(Nc1ccc(F)c(Cl)c1)c1cc(C2CCCN(C(=O)CCc3ccccc3)C2)on1 (stereo not drawn)
  nt | 11 | nt | -103 | -23 | 3 | -38 | 3 | 11 | 18 | -10
- COc1ccc(NC(=O)c2csc(Cc3ccc(Cl)cc3)n2)cc1
  7 | -12 | 5 | 22 | -2 | -2 | 10 | -4 | -3 | -5 | 9
- CC(NC(=O)c1ccc(Cl)cc1)C1CC2CCC1C2 (stereo not drawn)
  6 | 1 | -7 | -5 | 6 | -6 | -27 | -3 | 17 | -7 | 10
- O=S(=O)(c1ccc(Cl)cc1)N1CCN(C2CCCCCC2)CC1
  -1 | 12 | 2 | -3 | 1 | 2 | 8 | nt | -2 | 8 | 4
- CC1(C(=O)NCc2ccc3c(c2)OCO3)CCN1C(=O)C1(c2ccc(Cl)cc2)CC1 (stereo not drawn)
  nt | 7 | nt | -10 | 5 | 15 | -12 | 6 | -4 | -17 | -4
- O=C(Cc1ccccc1)Nc1cc(Cl)ccc1Sc1ccccc1
  11 | -7 | -31 | 0 | -10 | 9 | 33 | 2 | 12 | 4 | -3
- CCN(C(=O)COC(=O)CCC(=O)c1ccc(Cl)cc1)c1c(N)n(Cc2ccccc2)c(=O)[nH]c1=O
  -2 | -13 | 1 | -5 | -7 | 1 | -2 | -1 | 18 | -14 | -8
